Screening results from PubChem BioAssay.
APJ antag: APJ receptor antagonism; actives 0.32% (n = 330,000); P35414; CHO-K1 APJ beta-arrestin complementation, luminescence; inhibition, % at 20 µM;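 active = inhibition above about 40% at 20 µM, limit read from the data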;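 note: cells challenged with 10 nM apelin-13 agonist together with compound; plate controls were apelin-13 plus DMSO wells for no effect and DMSO wells lacking apelin-13 for full effect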
Target sequence (P35414 whole entry, looked up): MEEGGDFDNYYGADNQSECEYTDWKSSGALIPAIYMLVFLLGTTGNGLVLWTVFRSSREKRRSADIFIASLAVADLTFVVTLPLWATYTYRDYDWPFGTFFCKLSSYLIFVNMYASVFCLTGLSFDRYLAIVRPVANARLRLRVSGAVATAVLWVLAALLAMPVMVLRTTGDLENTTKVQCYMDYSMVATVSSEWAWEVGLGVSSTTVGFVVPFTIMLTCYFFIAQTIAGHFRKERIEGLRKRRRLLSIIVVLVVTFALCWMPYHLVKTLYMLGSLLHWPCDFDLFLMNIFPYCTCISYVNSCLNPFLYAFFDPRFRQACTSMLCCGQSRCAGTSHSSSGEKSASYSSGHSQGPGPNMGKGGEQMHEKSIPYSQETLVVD
tim10-1 inh: growth inhibitors of tim10-1 mutant yeast; S. cerevisiae tim10-1 ts strain growth, BacTiter-Glo, 24 h; inhibition, % at 20 µM; actives 2.2% (n = 330,000); AID 463190;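 active = inhibition of at least 40%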;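 note: mutant grown at 25 °C; 0% = DMSO wells with yeast and 100% = wells holding no yeast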
APJ agonist: APJ receptor agonism | P35414 | CHO-K1 APJ PathHunter beta-arrestin, luminescence; 0% DMSO wells, 100% apelin | activation, % at 20 µM | actives 0.11% (n = 330,000) | AID 2520;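 active = activation more than six SD over the plate average, tested at 20 µM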;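 note: 0% = DMSO alone and 100% = apelin-13 at 10 nM; some results filed as inactive read as strong as hits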
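Assay system – PathHunter CHO-K1 APJ (AGTRL-1) beta-arrestin reporter cells · Compound – one dose, 20 µM compound, 1% DMSO · Timing – compound 90 min 25 °C, reagent 1 h · Measured by – luminescence from split beta-galactosidase complementation, Galacton Star/Emerald II substrate · Measure – beta-arrestin recruitment to APJ as agonist activity, luminescent signal · Benchmarks – DMSO vs Apelin-13 10 nM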
MPTP block: inhibitors of mitochondrial permeability transition pore. isolated mouse mitochondria, Ca2+ swelling absorbance, 30 min. inhibition, % at 10 µM. actives 1.4% (n = 360,000). AID 602449;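 active = inhibition of 50% or more, scaled per plate between neutral and stimulator controls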;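 note: 0% = DMSO wells given calcium and 100% = 1 mM EGTA wells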
tim23-1 inh: inhibits growth of tim23-1 mutant yeast. S. cerevisiae tim23-1 growth, BacTiter-Glo luminescence, 24 h. inhibition, % at 20 µM. actives 1.3% (n = 330,000). AID 463212;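 active = growth inhibition of the mutant yeast at or above 50%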;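 note: temperature-sensitive mutant grown at 25 °C; plate controls were DMSO-treated mutant yeast for no effect and medium wells lacking yeast for full effect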
GRIN3A LBD mod: modulators (binders) of human NR3A ligand-binding domain | NR3A LBD differential scanning fluorimetry, Tm shift; 0% = protein alone, 100% = glycine-bound protein | Tm shift relative to glycine control, % at 25 µM | actives 2.5% (n = 340,000) | AID 1259313;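 active = melting temperature shift of at least 10% of the positive control shift, at one fixed dose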
NLRP3 yeast inh: NALP3 inhibition in yeast; actives 0.39% (n = 330,000); inhibition, % at 10 µM; Yeast reconstituted NLRP3/ASC/caspase-1, beta-gal luminescence, 24 h; AID 2825;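 active = inhibition of 50% or more; inactive = inhibition below 50%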;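 note: plate controls were induced DMSO wells for no effect and uninduced yeast grown without galactose for full effect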
TIM10 inh: growth inhibitors of TIM10 yeast strain; S. cerevisiae TIM10 strain growth, BacTiter-Glo luminescence, 24 h; inhibition, % at 10 µM; actives 1.4% (n = 330,000);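 active = inhibition of 40% or more at the single tested concentration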;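 note: wild-type TIM10 isogenic control strain grown at permissive 25 °C; 0% = DMSO yeast wells and 100% = minimal medium wells without yeast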
MIN6 prolif: induces beta-cell replication in MIN6 cells; actives 0.29% (n = 330,000); MIN6 cells proliferation, ATPlite luminescence, 48 h; cells starved in 0.2% serum; 100% = growth in 10% serum; AID 2380; proliferation, % at 10 µM;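 active = compounds whose signal lies at least 3.5 SD above the mean of all wells on their plate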;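 note: 0% = DMSO-treated cells in low-serum medium and 100% = 10% serum control; some compounds called inactive have numbers as strong as hits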
Starred values were filed as active, the others as inactive; . = no result given. Some of the compounds tested. The share of hits here may be higher or lower than overall.

SMILES	APJ antag	tim10-1 inh	APJ agonist	MPTP block	tim23-1 inh	GRIN3A LBD mod	NLRP3 yeast inh	TIM10 inh	MIN6 prolif
CC1(C)C[C@H]2C=C(C=O)[C@]3(C=O)C[C@]3(C)[C@H]2C1	-26	-5	31*	-2.0	-56	-4	84*	50*	-6
COc1ccc(NC(=O)N2C[C@@H]3C[C@@H](C2)c2cccc(=O)n2C3)c(OC)c1	2	6	0	-0.9	16	-4	4	0	-1
O=c1[nH]c(=O)n(Cc2ccco2)c(O)c1C=NCc1ccc2c(c1)OCO2	10	15	-3	0.4	5	-1	21	-12	-1
CC1=CC(=O)OC2CC3OC4C[C@@H](C)C5OC6CC7O[C@]8(C)C/C=C\C9OC%10CC%11OC(CC(C)C%12OCCO%12)CC(O)[C@]%11(C)OC%10CC9OC8C[C@]7(C)O[C@]6(C)CCC5OC4C[C@]3(C)OC12 (some centres not stated)	-6	20	1	0.2	25	-2	9	12	-5
CCOC(=O)C(O)(c1ccc(NC(=O)NC2CCCCC2)cc1)C(F)(F)F (configuration not stated)	-2	9	-4	-1.0	-8	-1	-5	12	4
COC(=O)C1=C(c2ccc(-c3ccccc3)c(F)c2)C[C@@H]2CC[C@H]1N2C(=O)NC1CC1	3	4	-3	1.1	33	-1	15	15	4
COC(=O)C1=C(c2ccc3ccccc3c2)C[C@@H]2CC[C@H]1N2C(=O)NC(C)C	5	-2	-4	-1.4	13	-3	14	9	-1
COC(=O)[C@@H]1C(OC(=O)c2ccccc2)CC2CCC1N2C (some centres not stated)	-1	-5	-2	1.7	-4	1	14	0	-4
COc1cccc2cc(-c3cc(=O)oc4ccc(OC(=O)N(C)C)cc34)oc12	18	26	7	-0.2	25	-24	12	19	5
O=P1(NCc2ccco2)COc2ccccc2OC1	0	12	-3	-1.1	1	1	-13	5	4
NNc1n[nH]c(=S)n1N	20	13	-2	1.8	21	-1	-5	16	-3
Cc1ccsc1C(=O)C1CCCN(Cc2ccc(-n3cccn3)cc2)C1 (configuration not stated)	10	0	-2	2.0	-9	-1	-4	-9	1
O=C(CN1CCCCC1)c1ccc(OC(F)F)cc1	12	-1	-2	1.4	-2	-5	8	8	-1
O=C1NC(=O)N(Cc2ccco2)C(=O)/C1=C\c1cccn1CCOc1ccc(Cl)cc1	-16	47*	1	1.1	44	-11	10	41*	-6
Cc1ccc(-c2nc3ccccc3c(=O)n2-n2cccc2)cc1	-8	17	2	-0.2	8	-1	12	5	-1
CSc1ncc(CN2CCCC(C(=O)c3cccc(Cl)c3)C2)cn1 (configuration not stated)	-8	7	-2	-4.3	8	-1	9	-20	-1
O=C1C2CCCC1C(N1CCCCC1)CC2 (configuration not stated)	-4	-1	-1	-0.3	10	2	9	0	4
COC(=O)C1=C(c2ccc(Cl)c(C(F)(F)F)c2)C[C@@H]2CC[C@H]1N2C(=O)NCCOc1ccc(OC)cc1	2	15	-2	-1.0	22	-15	28	-8	-7
Nc1ccc(Cl)cc1C(=O)c1ccccc1	8	21	-4	2.1	19	1	4	-4	1
CC(C)CC(NC(=O)CCCNC(=O)CCC(=O)OC1O[C@H]2OC3(C)CC[C@H]4[C@H](C)CCC(C1C)C24OO3)C(=O)O (some centres not stated)	-30	40	13	1.8	23	2	5	3	-4
CCN1CCN(C(=O)COc2ccc(S(=O)(=O)N(C)Cc3ccccc3)cc2)CC1	28	2	-4	-1.4	3	10	13	5	-3
COc1ccc(OCC(=O)N2CCN(C(C)C)CC2)cc1	10	-5	-3	3.2	-3	0	-8	-5	0
Cc1cc(OCC(=O)NC2CCS(=O)(=O)C2)c2c3c(c(=O)oc2c1)CCC3 (configuration not stated)	8	21	1	-0.7	4	1	1	-11	-2
CCCC[C@@H](C)C[C@@H](C)C(=O)N(C)[C@@H](CC(C)C)C(=O)N[C@H](C(=O)N(C)[C@H](C(=O)N1C[C@@H](O)C[C@H]1C(=O)N1C(=O)C=C[C@@H]1C)C(C)C)C(C)OC(C)=O (some centres not stated)	17	17	-5	0.0	15	6	5	6	-5
CN1CCN(c2ccc(N)c(N3CCN(C)CC3)c2)CC1	-17	-32	0	2.8	-35	1	0	-8	-2
CC[n+]1c(/C=C/N(C)c2ccccc2)sc2ccc(Cl)cc21	4	4	-1	6.7	-7	-3	18	25	-4
CN(C)C(=O)Oc1ccc2nnc3ccnn3c2c1	7	-2	-2	-0.8	0	0	13	1	0
O=C(N/N=C/c1c(O)n(C2CC2)c(=S)[nH]c1=O)c1ccccc1	17	4	1	-20	6	-6	-14	9	-2
CCc1ccc(-n2c(O)c(/C=N/N3CCCCC3c3cccnc3)c(=O)[nH]c2=O)cc1 (configuration not stated)	25	2	-3	-0.1	3	0	6	10	1
NC1=NC(c2cccnc2)n2c(nc3ccccc32)N1 (configuration not stated)	-2	14	-3	.	-7	1	0	16	0

Quoted at random: three entries already listed.
SMILES	APJ antag	tim10-1 inh	APJ agonist	MPTP block	tim23-1 inh	GRIN3A LBD mod	NLRP3 yeast inh	TIM10 inh	MIN6 prolif
Cc1cc(OCC(=O)NC2CCS(=O)(=O)C2)c2c3c(c(=O)oc2c1)CCC3 (configuration not stated)	8	21	1	-0.7	4	1	1	-11	-2
CC(C)CC(NC(=O)CCCNC(=O)CCC(=O)OC1O[C@H]2OC3(C)CC[C@H]4[C@H](C)CCC(C1C)C24OO3)C(=O)O (some centres not stated)	-30	40	13	1.8	23	2	5	3	-4
NC1=NC(c2cccnc2)n2c(nc3ccccc32)N1 (configuration not stated)	-2	14	-3	.	-7	1	0	16	0

Following part.
SMILES	APJ antag	tim10-1 inh	APJ agonist	MPTP block	tim23-1 inh	GRIN3A LBD mod	NLRP3 yeast inh	TIM10 inh	MIN6 prolif
Nc1ccc([N+](=O)[O-])cc1	6	0	-1	-1.1	-22	2	-5	8	-2
Cc1ccc2ccccc2c1NC(=O)CNC1CCCCC1	10	10	3	0.4	4	0	1	0	-1
Cc1ccc(NC(=S)NCCc2cnc[nH]2)cc1C	-2	-1	1	0.2	-1	0	5	-11	2
COP(=O)(OC)C(NC(C)=O)C(Cl)(Cl)Cl (configuration not stated)	5	15	-2	-5.2	-1	1	18	11	-3
COc1cccc2c1O[C@H]1C(=O)CC[C@H]3CN(C)CCC231 (some centres not stated)	9	-7	-6	-1.4	-4	-3	5	0	-2
COC(=O)C1=Nc2ccccc2/C1=C\c1c(O)n(-c2cc(OC)ccc2OC)c(=O)[nH]c1=O	18	-24	-5	58*	13	-4	32	-5	2
COc1ccccc1N1CCN(Cc2ccc(Br)s2)CC1	18	24	-4	0.5	19	-2	-8	18	0
CC(=O)N1CCN(c2ccc([N+](=O)[O-])cc2C=C2C(=O)NC(=O)NC2=O)CC1	-5	12	6	-0.1	22	2	12	-12	0
CCCCOC(=O)c1ccc(NC(=O)c2c(O)[nH]c(=O)[nH]c2=O)cc1	17	-2	-2	-0.5	9	-11	-9	10	3
CC[C@H]1CN(C)C[C@@]2(C(=O)OC)Cc3c([nH]c4ccccc34)C(=O)C[C@@H]12	-5	-22	-7	1.2	-1	0	22	-3	-3
CC(O)(CS(=O)(=O)c1ccccc1)C(=O)Nc1ccc(C(F)(F)F)cc1 (configuration not stated)	7	13	-3	1.8	17	-2	2	15	-1
O=c1c2ccccc2nc(-c2ccccc2Cl)n1-c1cccc(O)c1	14	5	-2	1.4	7	4	2	14	-1
Cc1ccc(N)cc1N	-20	-36	3	0.4	-6	0	5	-1	-1
CCCS(=O)(=O)N1CCC(C(=O)N2CCC3(CC2)OCCO3)CC1	7	3	-2	-1.8	2	0	9	2	-5
O=C(O)c1nonc1-c1nonc1C(=O)O	10	-9	-4	0.0	-3	0	0	1	-1
CCOC(=O)c1c(C)n(Cc2ccc(F)cc2)c2ccc(O)cc12	3	17	-1	3.4	24	-3	-5	20	2
COc1ccccc1-n1c(O)c(/C=N/NC(=S)Nc2ccccc2)c(=O)[nH]c1=S	7	10	-3	2.3	5	5	8	12	-2
COc1ccc(CNC(C)Cc2cccs2)cc1 (configuration not stated)	-15	-6	-6	1.5	-12	0	-15	-15	1
CC#CP(=O)(OCC)C(O)(c1ccccc1)C(F)(F)F (configuration not stated)	1	13	0	0.4	16	-2	-12	5	0
Cc1cccc(-c2nc3ccc(C(=O)N4CCC5(CC4)OCCO5)cc3nc2-c2cccc(C)c2)c1	10	40*	-8	-0.6	36	-1	-4	13	-6
Cc1ccc(Cn2nnnc2CN2CCC(n3nnc4cc(C)ccc43)CC2)cc1	-12	52*	-7	-1.0	45	1	14	50*	0
COC(=O)C1=C(c2c(C)noc2C)C[C@@H]2CC[C@H]1N2C(=O)N1CCCCC1	-1	6	-5	-1.0	1	-1	10	5	-1
O=P(Oc1ccccc1)(Oc1ccccc1)N1CCN(c2ccc(F)cc2)CC1	15	-18	-4	3.4	8	-1	29	10	-4
CCOC(=O)N(C)c1ccc(C(O)(C(=O)OC)C(F)(F)F)cc1 (configuration not stated)	28	2	-3	0.4	-3	0	8	-9	-2
CCCCCCN=Cc1c(O)n(C)c(=O)n(C)c1=O	-1	14	0	0.1	16	1	12	-7	1
COC(=O)[C@@]1(C#N)[C@@H]2C=CC(C(C)=O)=CN2[C@@H](C(N)=O)[C@@H]1c1ccc(F)cc1	3	5	1	0.1	-4	0	13	3	0
CCCN1CCC[C@H](c2cccc(O)c2)C1	-2	3	-3	-1.4	6	-1	9	-5	-2
COC(=O)C1=C(c2ccc(OC)c(OC)c2)C[C@@H]2CC[C@H]1N2C(=O)N1CCCCC1	12	20	-2	0.3	16	-1	10	3	-2
CCCCn1c(O)c(C(C)=Nc2cccc(C(=O)O)c2)c(=O)[nH]c1=O	-13	-9	-1	4.0	17	-3	15	-13	-3
O=c1[nH]c(=O)n(-c2cccc(F)c2)c(O)c1/C=C1\C=Nc2ccccc21	-3	1	1	-0.2	11	-12	9	-14	-3
CC1(C)C(C(=O)N2CCN(c3ccc(Cl)cc3)CC2)C1(C)C	-18	21	0	1.3	24	1	23	11	-5
CCC(C)n1c(O)c(C=NCC2CCCO2)c(=O)[nH]c1=S (configuration not stated)	3	19	2	-1.7	15	0	15	10	-1
Cc1c(C=C2C(=O)N(C)C(=S)N(C)C2=O)c2ccccc2n1CC(=O)NCC1CCCO1 (configuration not stated)	-19	-11	-3	0.9	-1	-4	5	-2	-7
O=[N+]([O-])c1ccc(N2CCOCC2)c2ccncc12	-54	10	0	-0.5	0	-6	-1	-4	5
COc1ccc(CCNCc2ccc(OC)c(OC)c2OC)cc1	18	-5	1	1.4	-12	2	12	-3	-1
Cc1nn(Cc2ccc(Cl)cc2Cl)c(Cl)c1C(=O)NC1CCCc2ccccc21 (configuration not stated)	1	18	-3	24	1	0	9	30	-5
C[C@]12CCC3C(CC[C@H]4C[C@@H](O)CC[C@]34C)C1C[C@@H](O)[C@]2(C)O (some centres not stated)	-2	1	-3	0.3	8	-1	50*	-2	-2
COc1ccc(-n2c(CN3CCOCC3)nc3ccccc3c2=O)c(OC)c1	-8	3	-4	0.0	7	-1	6	-13	0
CC(C)CCOP(N)(=O)Oc1ccccc1 (configuration not stated)	-6	-18	-4	-1.1	-4	-4	13	1	-4
COc1cc2c(cc1OC)-c1c(OC)c(OC)cc3c1[C@H](C2)N(C)CC3	-47	-9	15	-1.9	5	2	38	10	-5
C=CCn1c(O)c(C(C)=NCCCn2ccnc2)c(=O)[nH]c1=O	11	-35	1	0.2	-6	-1	16	-8	-2
CN1CC(C(=O)c2ccccc2)C(C(=O)c2ccccc2)C1 (configuration not stated)	15	13	1	3.2	14	4	23	3	0
